Source: PubChem
RAD54 inh: inhibitors of human RAD54 branch migration. Q92698. RAD54 Holliday junction branch migration, FAM/BHQ fluorescence. inhibition, % at 10.4 µM. actives 0.14% (n = 360,000). AID 602329;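 active means mean normalized replicate activity at least 40 and at least half of replicates scoring 40 or more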;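 further: 0% = median of neutral control wells and 100% = median of positive control wells; inhibitors cause a drop in the FAM fluorescence signal; in these data hits start at about 50%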
esBAF inh: inhibitors of esBAF chromatin remodeling in mouse ES cells; Bmi1-luciferase knock-in reporter, 24 h; 100% = twice the neutral-well signal; reporter increase, % at 12.5 µM; actives 2% (n = 350,000); AID 602393; in the data active means activation above about 40%;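 further: 0% = median of the plate's neutral control wells and 100% = double that signal; a rise in the Bmi1 reporter signal indicates esBAF inhibition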
ARNT TACC3 PPI: disruptors of human ARNT/TACC3 interaction | Q9Y6A5 | AlphaScreen His-ARNT PAS-B/GST-TACC3 binding, luminescence; TACC3 fragment carries E629A point mutation | inhibition, % at 9.99 µM | actives 0.66% (n = 390,000);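 active means mean inhibition of replicates at least 50% and at least half of replicates each reaching 50%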;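 further: 0% = complete ARNT plus TACC3 wells and 100% = ARNT alone without TACC3; many hits fall short of the cut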
ERAP1 inh: inhibitors of human ERAP1 aminopeptidase; AID 652197; recombinant ERAP1, Leu-AMC fluorescence, 60 min; Q9NZ08; actives 0.15% (n = 340,000); inhibition, % at 10.7 µM;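 active means mean replicate inhibition of at least 30%, or all replicates individually reaching that 30% level; inactive means mean below 30% and not every replicate reaching it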;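 further: 0% = neutral control wells and 100% = L-leucinethiol positive control wells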
CFTR F508del cor: CFTR F508del correction in bronchial cells; activity (quench increase), % at 7.58 µM; CFBE cells, YFP halide quenching; stimulated with forskolin plus potentiator P3; % fluorescence drop versus neutral controls; actives 0.36% (n = 350,000);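 active means mean added fluorescence quench of at least 8% versus neutral control, with both replicates also reaching 8%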;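 further: cells transiently co-express mutant CFTR-F508del with the halide-sensitive YFP; corrector assay measuring rescue of mutant channel to the surface after 24 h compound exposure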
INS-1E GSIS act: primary screen for activators of insulin secretion dependent on glucose, INS-1E cells, GLuc reporter luminescence | INS-1E GLuc reporter insulin secretion, 2-3 h | activation, % at 16.6 µM | AID 743287 | actives 0.61% (n = 370,000);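 active means lowest replicate activation of at least 40%, so every replicate reaches that level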;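 further: 0% = median of neutral control wells and 100% = median of IBMX positive control wells; some compounds called inactive have numbers as strong as hits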
RAD52 inh: RAD52 (human) annealing inhibition; recombinant RAD52 DNA annealing, FRET fluorescence; inhibition, % at 18.7 µM; actives 0.46% (n = 360,000); AID 651710;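 active means every replicate showing at least 50% inhibition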
Target sequence (P43351 whole entry, looked up): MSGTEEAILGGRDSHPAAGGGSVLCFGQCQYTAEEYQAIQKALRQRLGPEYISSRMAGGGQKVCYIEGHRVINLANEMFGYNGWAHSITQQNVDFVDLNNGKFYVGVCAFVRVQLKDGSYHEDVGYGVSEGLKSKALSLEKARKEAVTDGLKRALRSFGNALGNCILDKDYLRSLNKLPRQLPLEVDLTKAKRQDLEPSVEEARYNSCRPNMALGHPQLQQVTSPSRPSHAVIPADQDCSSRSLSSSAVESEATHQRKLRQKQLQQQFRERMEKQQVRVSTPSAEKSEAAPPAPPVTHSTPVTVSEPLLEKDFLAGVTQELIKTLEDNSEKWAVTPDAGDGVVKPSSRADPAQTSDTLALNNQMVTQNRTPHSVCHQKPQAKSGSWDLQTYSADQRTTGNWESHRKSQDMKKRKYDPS
Xi reactivation: activators of X-chromosome reactivation in mouse fibroblasts | XiGFP mouse fibroblasts, % GFP-positive cells imaging, 3 d; cells co-treated with 5-aza-dC sensitizer; scaled so ellipticine positive control = 100% | activation, % at 7.58 µM | actives 0.055% (n = 360,000) | AID 743238;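 active means mean normalized replicate activation at least 10% and every replicate at or above 10%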;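 further: 0% = median of on-plate neutral control wells and 100% = ellipticine 6 µM median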
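Material: XiGFP fibroblasts, SV40-immortalized; Buffer or medium: DMEM containing 5-aza-dC; Compound dosing: single point; Times: 3 days compound exposure.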
The depositor's hits bear a star; . = not tested or not shown.

SMILES	RAD54 inh	esBAF inh	ARNT TACC3 PPI	ERAP1 inh	CFTR F508del cor	INS-1E GSIS act	RAD52 inh	Xi reactivation
CCOc1ccc2nc(NCCNS(=O)(=O)c3ccccc3)c(C#N)cc2c1	-11	3	-3	-20	.	9	-23	.
Cc1cc2c(c(=O)o1)[C@@]1(C(=O)N(C)c3ccccc31)C1=C(CCC1=O)O2	.	.	.	1	2.1	.	-7	0.1
O=C(Nc1ccc(Cl)cc1)N1CCC(c2nc(-c3ccc(F)cc3)no2)CC1	-7	4	-7	-1	0.8	-10	-25	.
CCOc1cccc(C(=O)Nc2ccccc2C(=O)N2CCN(C)CC2)c1	-1	-2	1	1	5.1	14	-10	-0.1
O=C(C1CCN(c2ncnc3c2nc2n3CCCCC2)CC1)N1CCN(c2ccccc2F)CC1	12	5	2	0	1.8	-26	-5	0.0
COc1ccc(-c2cc(C(=O)N3CCCC3)c3ccccc3n2)cc1OC	1	2	-2	15	1.3	.	11	-0.1
CS(=O)(=O)N(CC(=O)NC1CCCC1)c1ccc(Oc2ccccc2)cc1	.	.	-2	-3	-2.4	-4	-8	0.0
O=C(NCc1ccccc1)[C@H]1C[C@@H]1[C@H](NP(=O)(c1ccccc1)c1ccccc1)c1ccccc1	-14	-5	-6	-2	-2.9	1	4	0.1
CC(C)(C)c1ccc(C(=O)NC(=S)NCC2CCCO2)cc1 (centres undefined)	.	.	-6	1	.	6	2	-0.1
Cc1cc(C)c(C)c(S(=O)(=O)N2CCN(C(=O)CCc3nc4ccccc4c(=O)[nH]3)CC2)c1C	-1	4	.	-3	-0.3	-7	-20	0.0
COc1cc(Nc2ccn3nccc3n2)cc(OC)c1OC	1	-7	.	-2	1.1	2	-3	0.1
O=c1oc2ccccc2c(NC2CCCCC2)c1NS(=O)(=O)c1ccc(F)c(Cl)c1	-7	8	-6	0	-1.1	-77	-8	-0.2
CCN(CC)C(=O)CN1C(=O)C2CC=C(Cl)CC2C1=O (centres undefined)	-11	.	0	.	.	11	.	0.0
CCS(=O)(=O)N1CCC(C(=O)Oc2ccccc2)CC1	-4	4	-7	-3	0.0	30	-9	0.0
Cc1cccc(C)c1NC(=S)N(Cc1ccco1)C1CCN(C(C)C)CC1	.	.	-1	-2	.	.	-9	0.2

Only esBAF inh, Xi reactivation and CFTR F508del cor (2 entries from above):
SMILES	esBAF inh	Xi reactivation	CFTR F508del cor
CS(=O)(=O)N(CC(=O)NC1CCCC1)c1ccc(Oc2ccccc2)cc1	.	0.0	-2.4
O=C(C1CCN(c2ncnc3c2nc2n3CCCCC2)CC1)N1CCN(c2ccccc2F)CC1	5	0.0	1.8

Continuation.
SMILES	RAD54 inh	esBAF inh	ARNT TACC3 PPI	ERAP1 inh	CFTR F508del cor	INS-1E GSIS act	RAD52 inh	Xi reactivation
CC(=O)OC(C)C1C2=C(C(=O)CC1(C)O)C(=O)c1c(ccc(-c3ccc4c(c3O)C(=O)C3=C(C4=O)C(C(C)OC(C)=O)C(C)(O)CC3=O)c1O)C2=O (centres undefined)	.	.	2	0	2.6	.	-32	0.3
C/C(=N\NC(=O)c1ccc(O)cc1O)c1cccnc1	-16	.	13	4	0.8	4	1	-0.1
NC(=O)C1CCN(C(=O)C2CCN(C(=O)Nc3ccccc3)CC2)CC1	-5	-1	-4	0	-0.8	26	-8	0.1
CC12CCC(CC1O)C2C(=O)O (centres undefined)	.	.	.	-2	8.2*	.	-13	0.4
COc1ccc(CN2CCNC(=O)C2CC(=O)NCCN2CCCCC2=O)c(F)c1 (centres undefined)	8	-8	.	3	-2.8	4	-27	0.4
C[C@H](CO)N1C[C@H](C)[C@@H](CN(C)Cc2ccc3c(c2)OCO3)OCCCC[C@H](C)Oc2ccc(NS(=O)(=O)c3cn(C)cn3)cc2C1=O	1	4	-5	.	-1.2	5	.	0.0
CCN1CCN(c2ccc(S(=O)(=O)N3CCCCC3)cc2NC(=O)c2cccc(C)c2[N+](=O)[O-])CC1	.	-81	7	3	-1.3	-15	7	0.4
CCOC(=O)c1cc(NC(=O)c2cc(C)on2)cc(C(=O)OCC)c1	12	9	-27	.	.	57	.	.
Oc1ccc2ccccc2c1/C=C/c1ccc2c(Br)cc(Br)c(O)c2n1	.	.	-6	-2	13*	.	-237	0.0
Cc1csc(NC(=O)/C=C/c2ccc3c(c2)OCO3)n1	.	.	-5	-1	.	20	-17	0.2
COCCNC(=O)C[C@@H]1C[C@@H]2c3cc(NC(=O)NC4CCCCC4)ccc3O[C@@H]2[C@H](CO)O1	6	-2	-9	-2	-0.5	5	3	-0.1
COCC#Cc1ccc([C@@H]2[C@H](CO)N3C(=O)CN(C(=O)C4CCOCC4)C[C@@H]23)cc1	.	.	.	0	1.4	23	-2	0.1
COc1ccc(CC2(c3ccccc3)NC(=O)NC2=O)cc1 (centres undefined)	3	0	33	2	-0.3	.	-6	0.2
O=S(=O)(c1ccc(F)c(F)c1F)N1CCN(C(=S)Nc2ccccc2)CC1	.	.	-2	-1	0.4	4	-6	0.0
C[C@@H]1CCCCO[C@H](CN(C)C(=O)Nc2ccc3c(c2)OCO3)[C@@H](C)CN([C@H](C)CO)C(=O)c2cc(NC(=O)Nc3ccc(F)cc3)ccc2O1	7	-1	1	-1	1.1	7	0	0.1
COc1ccccc1N(C)S(=O)(=O)c1ccc(Cl)c(C(=O)NNC(=O)c2ccccc2O)c1	-5	17	4	-5	-3.6	-23	-15	-0.1
COc1ccc(-c2cn(CC[C@H]3CC[C@@H](NS(=O)(=O)c4ccccc4C)[C@@H](CO)O3)nn2)cc1	0	16	20	3	0.0	0	-13	-0.5
CCc1cc(=O)oc2cc(OCC(=O)NC3CC(C)(C)NC(C)(C)C3)ccc12	11	-5	0	-5	-0.8	17	-8	0.1
CC(C)NC(=O)C1Cc2c(-c3ccc4c(c3)OCO4)ccnc2O1 (centres undefined)	2	-1	.	0	-1.4	13	-6	0.1
CC(C)=CCCC1=CC[C@H]2[C@@H](C1)C(C(C)C)=CC(=O)[C@@]2(C)O	.	.	.	0	-1.7	.	2	0.6
Cc1ccc2c3c([nH]c2c1)C(=O)CC(C)(C)S3	-2	5	0	-7	-1.9	2	-15	0.1
COc1ccc2c3c(n(C)c2c1)[C@@H](CO)N(C(=O)C1CC1)CC31CN(Cc2cccc(F)c2)C1	.	.	.	.	1.4	-7	17	0.3
CN1C(=O)c2cc(NC(=O)C3CCCC3)ccc2OC[C@@H]2O[C@@H](CC(=O)O)CC[C@@H]21	-5	9	-4	-2	-2.5	8	-16	-0.1
C[n+]1cn(CC(O)COCc2ccccc2)c2ccccc21 (centres undefined)	-7	-4	2	.	.	5	.	.
CN(C(=O)COC(=O)c1ccc(Br)c(S(=O)(=O)N2CCOCC2)c1)C1CCCCC1	-9	-1	-1	-1	7.2	-30	-16	-0.1
COc1ccc(Cl)cc1S(=O)(=O)Nc1ccc(Cl)cn1	.	.	4	2	-2.9	23	-9	0.0
CCOC(=O)c1c(C)[nH]c(C)c1C(=O)COC(=O)c1ccc(OC)c(OC)c1	-4	-3	-2	-2	-4.2	20	-16	0.0
NS(=O)(=O)c1cccc(NC(=O)CSc2nnc(-c3ccncc3)n2C2CC2)c1	-4	0	-4	1	-6.7	11	-17	-0.7
COc1ccccc1C(=O)Nc1ccc2c(c1)C(=O)N(C)C[C@H](OC)[C@@H](C)CN[C@H](C)CO2	-4	6	-2	-2	-2.6	1	-9	0.2
COCCNC(=O)C[C@@H]1C[C@@H]2c3cc(NC(=O)CN(C)C)ccc3O[C@@H]2[C@H](CO)O1	-2	-4	2	0	0.6	5	-4	2.1
CCCS(=O)(=O)NC(=O)C1(C)CCN(C(=O)Cc2ccc(F)cc2)C1 (centres undefined)	0	1	.	18	1.6	0	-12	0.0
C[C@@H]1CCCCO[C@@H](CN(C)C(=O)Nc2ccc(F)cc2)[C@H](C)CN([C@H](C)CO)C(=O)c2cc(NS(=O)(=O)c3ccccc3)ccc2O1	-5	15	-3	-2	-0.7	11	-7	-0.4
Cc1nc(=O)c(-c2ccccc2)c(C)n1-c1cccc(/C=C/C(=O)O)c1	.	.	-3	-5	2.3	5	-7	0.2
CSCCC(NC(=O)COc1ccccc1)C(=O)N(C)Cc1cccc(F)c1 (centres undefined)	11	-5	2	-3	2.1	-42	-3	-0.1
COCCNC(=O)Cn1nc(-c2ccccc2)c2ccccc2c1=O	-5	3	-5	2	-1.0	26	-7	0.0
C[C@H]1CN([C@@H](C)CO)C(=O)c2cccc(NC(=O)C3CCCCC3)c2O[C@@H]1CN(C)C(=O)Nc1ccc(F)cc1	4	1	-3	-1	-1.8	-7	-3	-0.2
Cc1ccc(N2C(=O)Nc3ccccc3C2(O)C(=O)N2CCN(c3ccccn3)CC2)cc1C (centres undefined)	16	-4	1	-2	-2.2	-22	-16	-0.1
O=C(CNC(=O)c1ccc(Cl)cc1)NCc1ccccn1	5	0	8	-2	2.7	4	-10	-0.1
CCCCN(CCCC)C(=O)CSc1nnc(-c2cc(OC)c(OC)c(OC)c2)o1	7	-25	-6	.	.	-20	.	.
O=C(CCC(=O)Nc1ccc(Br)cc1)N/N=C/c1ccccc1F	4	-2	4	-1	0.1	-1	-15	0.3
O=C(NCc1cccs1)C1CC(c2ccccc2O)=NO1 (centres undefined)	-16	19	-3	-1	-0.3	3	-7	.

Shown in CSV form: part of the list above.
molecule,RAD54 inh,esBAF inh,ARNT TACC3 PPI,ERAP1 inh,CFTR F508del cor,INS-1E GSIS act,RAD52 inh,Xi reactivation
CCOC(=O)c1c(C)[nH]c(C)c1C(=O)COC(=O)c1ccc(OC)c(OC)c1,-4,-3,-2,-2,-4.2,20,-16,0.0
NS(=O)(=O)c1cccc(NC(=O)CSc2nnc(-c3ccncc3)n2C2CC2)c1,-4,0,-4,1,-6.7,11,-17,-0.7
COc1ccccc1C(=O)Nc1ccc2c(c1)C(=O)N(C)C[C@H](OC)[C@@H](C)CN[C@H](C)CO2,-4,6,-2,-2,-2.6,1,-9,0.2
COCCNC(=O)C[C@@H]1C[C@@H]2c3cc(NC(=O)CN(C)C)ccc3O[C@@H]2[C@H](CO)O1,-2,-4,2,0,0.6,5,-4,2.1
CCCS(=O)(=O)NC(=O)C1(C)CCN(C(=O)Cc2ccc(F)cc2)C1 (centres undefined),0,1,.,18,1.6,0,-12,0.0
C[C@@H]1CCCCO[C@@H](CN(C)C(=O)Nc2ccc(F)cc2)[C@H](C)CN([C@H](C)CO)C(=O)c2cc(NS(=O)(=O)c3ccccc3)ccc2O1,-5,15,-3,-2,-0.7,11,-7,-0.4
Cc1nc(=O)c(-c2ccccc2)c(C)n1-c1cccc(/C=C/C(=O)O)c1,.,.,-3,-5,2.3,5,-7,0.2
CSCCC(NC(=O)COc1ccccc1)C(=O)N(C)Cc1cccc(F)c1 (centres undefined),11,-5,2,-3,2.1,-42,-3,-0.1
COCCNC(=O)Cn1nc(-c2ccccc2)c2ccccc2c1=O,-5,3,-5,2,-1.0,26,-7,0.0
C[C@H]1CN([C@@H](C)CO)C(=O)c2cccc(NC(=O)C3CCCCC3)c2O[C@@H]1CN(C)C(=O)Nc1ccc(F)cc1,4,1,-3,-1,-1.8,-7,-3,-0.2
Cc1ccc(N2C(=O)Nc3ccccc3C2(O)C(=O)N2CCN(c3ccccn3)CC2)cc1C (centres undefined),16,-4,1,-2,-2.2,-22,-16,-0.1
O=C(CNC(=O)c1ccc(Cl)cc1)NCc1ccccn1,5,0,8,-2,2.7,4,-10,-0.1
CCCCN(CCCC)C(=O)CSc1nnc(-c2cc(OC)c(OC)c(OC)c2)o1,7,-25,-6,.,.,-20,.,.
O=C(CCC(=O)Nc1ccc(Br)cc1)N/N=C/c1ccccc1F,4,-2,4,-1,0.1,-1,-15,0.3
O=C(NCc1cccs1)C1CC(c2ccccc2O)=NO1 (centres undefined),-16,19,-3,-1,-0.3,3,-7,.
